# MKP-3 inhibition = MKP-3 phosphatase inhibitors, primary screen, biochemical, rat enzyme, in vitro (AID 425); 0.17% of 110,000 active; recombinant MKP-3 phosphatase activity, fluorescence; higher % means a stronger effect; inhibition, % at 20 µM, or IC50 in µM where a hit was titrated; in the data active = inhibition above about 50%;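 also: plate controls were vehicle for no effect and reference inhibitor for full effect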
# Hsp70 inhibitors = Hsp70 inhibitors, probe displacement, primary screen, biochemical, fluorescence polarization (AID 583); Hsp70 fluorescence polarization probe displacement, mP; higher % means a stronger effect; displacement, % at 20 µM, or IC50 in µM where a hit was titrated; 0.06% of 140,000 active; in the data active = displacement above about 50%;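 also: plate controls were vehicle for no effect and reference ligand for full effect; a part of the inactive calls stands beside numbers as strong as those of hits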
# Numbers without * were called inactive; x = no result given; & = joins results of further samples. This is a subset. The share of hits here may be higher or lower than overall.
# Second line of a record: MKP-3 inhibition | Hsp70 inhibitors
COC(=O)c1sccc1-n1cccc1C(=O)C(=O)N1CC(C)OC(C)C1 (stereo not drawn)
→ x | -0.8%
COC(=O)C1=C(C)N=c2s/c(=C\c3cc(OC)c(OC)cc3[N+](=O)[O-])c(=O)n2C1c1ccccc1 (stereo not drawn)
→ 0% | -2.1%
Cc1ccc(Cl)cc1N(Cc1ccc(C(=O)NCc2ccco2)cc1)S(=O)(=O)c1ccccc1
→ 8% | -2.9%
Cc1cc(C)n(CC(O)Cn2cnc3c2c(=O)n(C)c(=O)n3C)n1 (stereo not drawn)
→ x | -3.4%
CCN(CC)CCN1C(=O)C(=O)/C(=C(/O)c2ccc(F)cc2)C1c1cccnc1 (stereo not drawn)
→ 0% | -3.0%
CCOC(=O)COc1ccc(CCNC(C)=O)cc1
→ 0% | 2.4%
Cc1nnc(SCC(=O)Nc2ccc(S(=O)(=O)N3CCCCC3)cc2)s1
→ x | 3.2%
CC(NC(=O)c1cccnc1)C(=O)N1CCCCC1 (stereo not drawn)
→ -1% | 3.4%
CCn1c(O)c(C=Nc2ccccc2)n(-c2ccccc2)c1=S
→ x | 6.0%
O=C(Nc1cc([N+](=O)[O-])ccc1O)c1ccc(C(=O)Nc2cc([N+](=O)[O-])ccc2O)cc1
→ -2% | 3.3%
CCOC(=O)c1cnn2c(N)c(C#N)nnc12
→ -4% | 2.7%
COCCn1c(Cc2ccccc2)nnc1SCC(=O)NC(C)C
→ 5% | 1.5%
O=S(=O)(c1cccc(S(=O)(=O)N2CCCC2)c1)c1cccc(S(=O)(=O)N2CCCC2)c1
→ -9% | 1.6%
O=C(c1ccncc1)N1N=C(c2ccc(Cl)cc2)CC1(O)C(F)(F)F (stereo not drawn)
→ 1% | 2.9%
COc1cccc(C(=O)Nc2ccc(Br)cc2C(=O)O)c1
→ 3% | 2.6%
O=S(=O)(Nc1cccc2ccccc12)c1cc(Cl)ccc1Cl
→ -2% | 1.0%
CCOC(=O)c1ccc(NC(=O)Nc2ccc(F)cc2)cc1
→ x | 2.1%
CCS(=O)(=O)Nc1ccc(C(=O)OC)cc1
→ -7% | -11%
CCOc1ccc2nc(NCCNC(=O)C3CC3)c(C)cc2c1
→ -15% | 0.9%
O=S(=O)(c1ccccc1)N(Cc1ccc(F)cc1)c1ccccc1
→ -1% | -0.5%
O=C(NCC12CC3CC(CC(C3)C1)C2)c1nn2cccnc2c1Cl
→ x | 1.2%
Cc1onc(-c2ccccc2)c1C(=O)NCCc1ccc(Cl)cc1
→ x | 1.5%
CCCn1c(-c2ccc(OC)cc2)nc2c(=O)n(C)c(=O)[nH]c21
→ x | -1.0%
Cn1c(=O)c2c(nc(-n3ccnc3)n2C)n(C)c1=O
→ 0%&2% | 3.3%&-1.0%
Cc1noc(C)c1COC(=O)CCc1nc2ccccc2c(=O)[nH]1
→ 2% | -4.0%
Cc1c(NC(=O)CSc2nc3ccccc3[nH]2)c(=O)n(-c2ccccc2)n1C
→ -9% | -4.2%
COc1ccccc1NC(=O)C1=C(C)Nc2nnnn2C1c1cccc(C)c1 (stereo not drawn)
→ -9% | 1.3%
Cc1cccc(OCC(=O)OCC(=O)c2c(N)n(C)c(=O)n(C)c2=O)c1C
→ x | 5.6%
CC1=C(C(=O)c2ccccc2)C(c2ccc(F)cc2)NC(=O)N1 (stereo not drawn)
→ -2% | 0.2%
CCOC(=O)c1cnc(Nc2nc3ccccc3o2)nc1CSc1ncccn1
→ 3% | 2.3%

# 3 entries out of the list above, sorted by the number in Hsp70 inhibitors, falling.
# Second line of a record: MKP-3 inhibition | Hsp70 inhibitors
CCOC(=O)c1cnn2c(N)c(C#N)nnc12
→ -4% | 2.7%
CCOC(=O)c1ccc(NC(=O)Nc2ccc(F)cc2)cc1
→ x | 2.1%
CCS(=O)(=O)Nc1ccc(C(=O)OC)cc1
→ -7% | -11%

# Later entries.
# Second line of a record: MKP-3 inhibition | Hsp70 inhibitors
CCOC(=O)C1=CN(c2ccc(OCC)cc2)C=C(C(=O)OCC)C1c1cccc(F)c1
→ 0% | 2.4%
Cn1cnnc1SCC(=O)NCc1cccc(C(F)(F)F)c1
→ 2% | 5.2%
COC(=O)c1cn(CCOc2ccccc2F)c2ccccc12
→ x | -2.6%
CSc1nc2c(c(=O)[nH]1)C(c1ccncc1)C(C(=O)OC(C)C)=C(C)N2 (stereo not drawn)
→ -6% | 3.6%
CC(=O)c1cccc(NC(=O)CCOc2ccccc2)c1
→ -3% | -1.4%
COC(=O)COc1ccc(C2NC(=O)NC(c3ccccc3)=C2C(C)=O)cc1OC (stereo not drawn)
→ x | -1.3%
CC(=O)c1cccc(NC(=O)c2nn3c(C(F)(F)F)cc(-c4cccs4)nc3c2Cl)c1
→ 0% | -1.0%
COCCCNC(=O)c1ccc(N(C)S(=O)(=O)c2ccc(OC)cc2)cc1
→ -2% | 0.4%
CC1(C)Oc2c(C(C)(C)C)cc([N+](=O)[O-])c(C(C)(C)C)c2O1
→ -3% | -1.9%
Cn1c(/C=C/c2cn(Cc3ccccc3)c3ccccc23)nc2ccccc2c1=O
→ 3% | -4.5%
COC(=O)c1cc(C(=O)OC)cc(N2C(=O)CN=C2Nc2nc(C)cc(C)n2)c1
→ 8% | -2.8%
CC(C)CCNc1cc(=O)n(C)c(=O)n1C
→ -1% | 8.7%
Cc1c(-c2ccc(C=O)o2)ccc([N+](=O)[O-])c1C
→ 4% | -3.9%
COCCN1C(=O)C(O)=C(C(=O)c2ccco2)C1c1cccc(Oc2ccccc2)c1 (stereo not drawn)
→ -14% | 0.8%
CCOC(=O)CC(NC(=O)c1ccco1)c1ccc(OC)cc1 (stereo not drawn)
→ x | -1.0%
O=C(NCc1ccc2c(c1)OCO2)C1CCC(CNS(=O)(=O)c2ccccc2)CC1 (stereo not drawn)
→ 3% | -5.6%
COc1ccc(Br)cc1/C=C/C(=O)Nc1ccc(Cl)cn1
→ -4% | 5.4%
Cc1cc(C)n2nc(SCC3COc4ccccc4O3)nc2n1 (stereo not drawn)
→ -1% | -1.4%
Cc1sc(NC(=O)C2CCCO2)c(C(N)=O)c1C (stereo not drawn)
→ x | -1.1%
C(=N\n1cnnc1)/c1cn[nH]c1-c1ccccc1
→ 0% | 3.8%
CCC(=O)NC(c1ccccc1OC)c1ccc2cccnc2c1O (stereo not drawn)
→ x | -1.3%
CCn1cc(Br)c(C(=O)Nc2ccc(OC)cc2)n1
→ 5% | 8.2%
CCN(CC)c1ccc2cc(-c3csc(C)n3)c(=O)oc2c1
→ 5% | 31%
O=c1cc(CO)oc(C(Nc2ccccn2)c2ccc(C(F)(F)F)cc2)c1O (stereo not drawn)
→ -5% | -0.3%
O=c1/c(=C/c2cccc(Br)c2)sc2nc3ccccc3n12
→ -2% | 4.1%
O=C(N1CCCCC1)C12CC3CC(CC(C3)C1)C2
→ x | 2.2%
COc1ccc(/C=C2/C(=O)NN(c3ccc(C)c(C)c3)C2=O)cc1OC
→ 2% | 1.6%
Cc1nnc(SCc2ccc(Cl)cc2Cl)[nH]c1=O
→ -7% | 7.0%
CCc1ccc(OCC(=O)Nc2cc3nn(-c4ccc(OC)cc4)nc3cc2C)cc1
→ -1% | 0.2%
COc1cc(/C=N/n2cnnc2)ccc1OCCOc1ccc(C(C)(C)C)cc1
→ -1% | 5.1%

# Record cards (already shown). Screens in order: MKP-3 inhibition | Hsp70 inhibitors
# COC(=O)c1cn(CCOc2ccccc2F)c2ccccc12 is entered as x | -2.6%
# Cc1c(-c2ccc(C=O)o2)ccc([N+](=O)[O-])c1C is entered as 4% | -3.9%
# O=C(NCc1ccc2c(c1)OCO2)C1CCC(CNS(=O)(=O)c2ccccc2)CC1 (stereo not drawn) is entered as 3% | -5.6%
# CC1(C)Oc2c(C(C)(C)C)cc([N+](=O)[O-])c(C(C)(C)C)c2O1 is entered as -3% | -1.9%

# More structures:
# Second line of a record: MKP-3 inhibition | Hsp70 inhibitors
O=C(CC(c1ccccc1)C1CCCCC1=O)c1ccco1 (stereo not drawn)
→ x | 12%
CC(C)(C)C1CCc2c(sc(N)c2C(N)=O)C1 (stereo not drawn)
→ -5% | -5.7%
CC1=C(C(=O)OC(C)C)C2(O)C(=O)c3ccccc3C2(O)N1 (stereo not drawn)
→ x | -2.9%
CCN(CC)c1ccc(NC(=O)COc2ccc(OC)cc2)cc1
→ 0% | 0.4%
CCOC(=O)CNc1c(-c2ccc(OC)cc2)nc2ccc(Cl)cn12
→ x | 1.7%
COc1ccc(N2C(=O)/C(=C\c3cc(C)n(-c4ccccc4)c3C)SC2=S)cc1
→ -2% | -7.5%
Cc1ccc(-n2c(SCc3cc(=O)n4ccsc4n3)nnc2-c2cccnc2)c(C)c1
→ -12% | 42%
O=C(O)CN1C(=O)/C(=C\c2cccc(Oc3ccccc3)c2)SC1=S
→ 0% | 0.3%
Cc1cc(C)cc(N=c2c([N+](=O)[O-])nn(-c3cccc(Cl)c3)n2O)c1
→ x | -0.1%
COc1ccc(OC)c(C2CC(=O)C(C)C(c3cc(OC)ccc3OC)N2)c1 (stereo not drawn)
→ 3% | 1.3%&4.7%
CNc1nc(OCC(F)(F)F)nc(N2CCOCC2)n1
→ 3% | -4.9%&-0.1%
CCc1nnc(NC(=O)c2ccc(S(=O)(=O)NCC(C)C)cc2)s1
→ -4% | 5.9%
CC(C)(C)OC(=O)NNC(=O)c1cccc(Cl)c1
→ 2% | 4.0%
CCc1c(O)nc(SCC(=O)Nc2ccc(OC)cc2)n(C2CCCCC2)c1=O
→ 4% | -0.6%
O=C(CCCOc1ccccc1)Nc1nccs1
→ -3% | 1.0%
CCNC(=O)CN1C(=O)NC2(CCCc3cc(OC)ccc32)C1=O (stereo not drawn)
→ x | -4.2%
O=C(c1cccs1)N1CCN(Cc2cccc(Br)c2)CC1
→ 0% | 0.7%
COc1ccc(C(c2nnnn2Cc2cccs2)N2CCN(c3ccccc3F)CC2)cc1OC (stereo not drawn)
→ 5% | -4.4%
Cc1ccc(/C=C2\SC(N3CCCCCC3)=NC2=O)cc1
→ 2% | 2.1%
Cn1c2c(c(=O)n(C)c1=O)C(c1ccccc1OC(F)F)C1=C(CCCC1=O)N2 (stereo not drawn)
→ -6% | 4.5%
COCCCNC(=O)c1ccccc1[N+](=O)[O-]
→ 0% | 2.0%
Cc1c(C(=O)O)sc(=S)n1-c1ccc(Cl)cc1
→ x | 0.7%
COc1ccc(C2/C(=C(\O)c3ccccc3)C(=O)C(=O)N2CCN(C)C)c(OC)c1 (stereo not drawn)
→ 2% | -3.4%
CC(C(=O)NCC1CCCO1)N(C(=O)c1snc(C(N)=O)c1N)c1ccccc1 (stereo not drawn)
→ -3% | -7.2%
CCNc1nc(Oc2ccc(C(=O)OC)cc2)nc(N(C)C)n1
→ -3% | 2.0%
CCCC(=O)Nc1ccc(NC(=O)c2cc([N+](=O)[O-])ccc2Br)cc1
→ 5% | 0.8%
CC(C)C(=O)Nc1cccc(C(=O)NCc2ccc3c(c2)OCO3)c1
→ -4% | 1.0%
CCOc1ccc2nc(NC(=O)CN3CCC(n4nnc5cc(F)ccc54)CC3)sc2c1
→ -6% | -8.4%
O=C(CCn1cnc2ccccc2c1=O)Nc1ccc(S(=O)(=O)N2CCCC2)cc1
→ 3% | 1.3%
COc1ccc(C(=O)O/N=C(\N)c2cccc([N+](=O)[O-])c2)cc1
→ 2% | 4.2%

# 6 compounds from above, arranged by molecular weight, ascending:
# Second line of a record: MKP-3 inhibition | Hsp70 inhibitors
CC(C)(C)OC(=O)NNC(=O)c1cccc(Cl)c1
→ 2% | 4.0%
Cc1cc(C)cc(N=c2c([N+](=O)[O-])nn(-c3cccc(Cl)c3)n2O)c1
→ x | -0.1%
CC(C(=O)NCC1CCCO1)N(C(=O)c1snc(C(N)=O)c1N)c1ccccc1 (stereo not drawn)
→ -3% | -7.2%
CCc1c(O)nc(SCC(=O)Nc2ccc(OC)cc2)n(C2CCCCC2)c1=O
→ 4% | -0.6%
COc1ccc(N2C(=O)/C(=C\c3cc(C)n(-c4ccccc4)c3C)SC2=S)cc1
→ -2% | -7.5%
COc1ccc(C(c2nnnn2Cc2cccs2)N2CCN(c3ccccc3F)CC2)cc1OC (stereo not drawn)
→ 5% | -4.4%

# Additional entries.
# Second line of a record: MKP-3 inhibition | Hsp70 inhibitors
CCOC(=O)c1cnc2ccc(Br)cc2c1NCC(C)O (stereo not drawn)
→ -14% | 10%
O=c1c2ccccc2nc(SCc2nnc(-c3ccccc3Br)o2)n1Cc1ccco1
→ 3% | -5.3%
CCN=c1scc(-c2ccco2)n1/N=C/c1ccc(OC)c(O)c1
→ x | 3.6%
O=C(O)CC(NC(=O)c1ccccc1)c1ccc(Cl)cc1 (stereo not drawn)
→ 1% | 1.6%
CCOC(=O)CSc1nnc(-c2ccccc2)c(=O)[nH]1
→ x | -5.8%
Cc1ccc(C(=O)Nc2ccc(OCc3ccccc3)cc2)cc1[N+](=O)[O-]
→ -2% | 1.1%
Cc1cccc(NC(=O)CSc2nnc(-c3ccc(S(=O)(=O)N4CCCC4)cc3)o2)c1
→ 3% | 1.4%
Cc1ccc([N+](=O)[O-])c2c1NCC1CC=CC21 (stereo not drawn)
→ 5% | 2.5%
CC(=O)c1c(C)[nH]c(C(=O)COc2ccc(C#N)cc2)c1C
→ x | -8.1%
Cn1c(=O)c2c(nc(SCCCC#N)n2Cc2c(F)cccc2Cl)n(C)c1=O
→ -11% | -2.3%
Cc1ccc(C(=O)CN2/C(=C(\O)c3ccccc3)C(=O)c3ccccc3S2(=O)=O)c(C)c1
→ x | 5.0%
OCCN(Cc1ccccc1)Cc1ccc(C(F)(F)F)cc1
→ x | 1.2%
Cn1nnnc1SCC(=O)Nc1ccc(Oc2ccc(Cl)cc2)cc1
→ 1% | 0.9%
c1ccc(-c2cc(-c3cc(-c4ccccc4)on3)no2)cc1
→ -1% | -2.4%
O=C(O)C1CCCCC1C(=O)Nc1cnn(Cc2ccccc2)c1 (stereo not drawn)
→ 4% | 1.0%
COc1ccc(Br)cc1/C=C/C(=O)Nc1ccc(N2CCCCC2)cc1
→ 4% | -3.0%

# Assay outcomes as filed in PubChem BioAssay.
